# Compound activity as filed in PubChem BioAssay.
# IDE cell inh = human IDE inhibitors in live cells, primary screen, fluorescence polarization, HEK cells, FAbetaB substrate | FAbetaB cleavage | inhibition, % at 5.59 µM | 320,000 tested, 0.41% active | AID 434962, 2010;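 active means percent inhibition above the average of all tested compounds plus 3 SD, set per screening campaign, cut at about 16% in these data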;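 further: IDE supplied by intact live HEK cells; FP after avidin binding of uncleaved biotin substrate so inhibition keeps polarization high; 0% = DMSO wells and 100% = 60 µM reference IDE inhibitor Ii1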
# Target sequence (P14735 whole entry, looked up): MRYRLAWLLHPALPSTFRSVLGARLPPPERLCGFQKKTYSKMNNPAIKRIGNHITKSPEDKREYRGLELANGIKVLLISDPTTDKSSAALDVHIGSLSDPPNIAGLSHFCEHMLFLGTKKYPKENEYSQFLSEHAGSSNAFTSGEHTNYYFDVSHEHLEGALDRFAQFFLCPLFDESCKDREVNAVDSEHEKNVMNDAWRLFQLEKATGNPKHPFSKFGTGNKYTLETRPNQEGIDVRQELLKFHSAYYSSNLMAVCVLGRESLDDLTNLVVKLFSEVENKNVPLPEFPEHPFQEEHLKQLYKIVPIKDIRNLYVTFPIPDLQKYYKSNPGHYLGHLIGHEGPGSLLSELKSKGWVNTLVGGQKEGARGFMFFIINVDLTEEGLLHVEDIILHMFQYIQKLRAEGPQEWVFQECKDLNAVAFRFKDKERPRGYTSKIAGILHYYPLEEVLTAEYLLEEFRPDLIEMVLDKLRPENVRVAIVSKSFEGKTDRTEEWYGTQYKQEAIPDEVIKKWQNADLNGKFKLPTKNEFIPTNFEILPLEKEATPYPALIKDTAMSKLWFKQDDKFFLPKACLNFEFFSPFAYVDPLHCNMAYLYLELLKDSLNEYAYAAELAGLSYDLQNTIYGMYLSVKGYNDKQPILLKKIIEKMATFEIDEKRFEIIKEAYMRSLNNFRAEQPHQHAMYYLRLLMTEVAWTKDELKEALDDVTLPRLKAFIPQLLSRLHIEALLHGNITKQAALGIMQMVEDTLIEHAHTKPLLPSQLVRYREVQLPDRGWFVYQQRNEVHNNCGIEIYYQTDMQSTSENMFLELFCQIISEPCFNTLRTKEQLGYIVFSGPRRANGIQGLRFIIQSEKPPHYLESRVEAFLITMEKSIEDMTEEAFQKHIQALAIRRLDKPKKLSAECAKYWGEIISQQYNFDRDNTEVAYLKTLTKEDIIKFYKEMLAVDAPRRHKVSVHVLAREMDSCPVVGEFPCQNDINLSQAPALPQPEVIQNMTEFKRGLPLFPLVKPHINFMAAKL
# IMP-1 inhibitor = IMP-1 metallo-beta-lactamase inhibitors, primary screen, biochemical, epi-absorbance readout, Pseudomonas aeruginosa enzyme. metallo-beta-lactamase IMP-1 (Pseudomonas aeruginosa). purified IMP-1, nitrocefin hydrolysis, epi-absorbance fluorescence. inhibition, % at 5.6 µM. 290,000 tested, 0.45% active. AID 1556, 2009;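 active means inhibition above the mean plus 3 SD of all compounds in the same screening run, cut at about 4.5% in these data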;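 further: 0% = IMP-1 with DMSO and 100% = DMSO wells lacking enzyme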
#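 Assay system: purified IMP-1; Quantity: IMP-1 0.2 nM before substrate addition; Medium: HEPES buffer pH 7.1 with ZnSO4 and Brij 35; Incubation: 15 min enzyme–compound preincubation, then 25 min nitrocefin reaction, 25 °C; Signal: fluorescence quenching readout, ex 480/em 530 nm; Controls: DMSO with and without IMP-1; Repeats: singlicate testing.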
# SUMO HTRF inh = inhibitors of in vitro SUMOylation cascade, primary screen, biochemical, HTRF, uHTS | SUMO-conjugating enzyme UBC9 (Homo sapiens), P63279 | HTRF SUMOylation assay, SAE1/SAE2 + UBC9 | inhibition, % at 35 µM | 290,000 tested, 0.36% active | AID 2006, 2009; in the data active means inhibition above about 50%, passing the limit was not always enough; further: strong numbers were not always called active
# PfM18AAP inh = PfM18AAP inhibitors, malaria aminopeptidase, primary screen, biochemical, QFRET, recombinant enzyme; inhibition, % at 7.35 µM; M18 aspartyl aminopeptidase (Plasmodium falciparum 3D7); 290,000 tested, 1.2% active; H-Glu-NHMec fluorogenic cleavage;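 active means inhibition above the campaign mean inhibition over all tested compounds plus 3 SD, cut at about 28% in these data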;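 further: 0% = plate median of test compound wells and 100% = 2 mM ZnCl2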
# FID counter = compounds displacing fluorescent DNA intercalator, primary screen, artefact control for HCV NS3 helicase inhibitor project, biochemical, FID fluorescence. DNA fluorescent intercalator displacement. inhibition, % at 7.9 µM. 290,000 tested, 0.17% active; in the data active means inhibition above about 37%;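 further: 0% = vehicle and 100% = reference compound; higher means more ethidium bromide displaced from hairpin DNA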
# NS3 helicase inh = inhibitors of HCV NS3 helicase, primary screen, biochemical, Cy5 molecular beacon fluorescence; Hepatitis C virus NS3 helicase; NS3 helicase DNA unwinding; inhibition, % at 10.9 µM; 290,000 tested, 0.56% active;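 active means inhibition above the mean of all tested compounds plus 3 SD, set per campaign, cut at about 35% in these data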;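 further: 0% = DMSO wells and 100% = thioflavine S control wells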
#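 Assay system: hepatitis C virus NS3 helicase domain fragment enzyme. Also added: annealed dual-labelled DNA beacon duplex, ATP-started. Timing: 1 h reaction at 25 °C, ATP-initiated. Technique: Cy5 fluorescence at 0 and 60 min, beacon hairpin quenching. Evaluation: % inhibition of unwinding. Replication: one well per compound.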
# IDE cell activ = human IDE activators in live cells, primary screen, fluorescence polarization, HEK cells, FAbeta-B substrate | 340,000 tested, 0.073% active | AID 493087, 2011 | activation, % at 5.96 µM | FAbeta-B cleavage; 0% vehicle, 100% cell-free pure enzyme wells | Insulin-degrading enzyme (Homo sapiens), P14735;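 active means activation above the mean of all tested compounds plus 3 SD, set per screening campaign, cut at about 17% in these data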
# p-CIP stab down = p/CIP-EGFP fusion destabilizers, primary screen, fluorescence, F442A cells; Q05BA5; 16 h; decrease of EGFP signal, % at 10 µM; 290,000 tested, 0.01% active;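 active means EGFP signal decrease of at least 30% at 10 µM or well 3 SD below plate mean, unless failing retest; inactive means the rest, including hits failing retest or dose response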; further: some compounds called inactive have numbers as strong as hits; many of its hits are not listed in these tables
# VIM-2 inh = VIM-2 metallo-beta-lactamase inhibitors, primary screen, biochemical, epi-absorbance readout, Pseudomonas aeruginosa enzyme; purified VIM-2, nitrocefin hydrolysis, epi-absorbance fluorescence; inhibition, % at 5.6 µM; 290,000 tested, 0.89% active; AID 1527, 2009;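 active means inhibition above the mean of all tested compounds plus 3 SD, cutoff set per screening run, cut at about 7.5% in these data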;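 further: red hydrolysis product quenches plate fluorescence so inhibitors raise well fluorescence; 0% = enzyme with DMSO and 100% = DMSO without enzyme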
# * marks the source's active call; other numbers are inactive results.
entry | SMILES | FID counter | IDE cell activ | SUMO HTRF inh | VIM-2 inh | NS3 helicase inh
1 | O=C(c1cccc([N+](=O)[O-])c1)N1CCN(c2cccc(Cl)c2)CC1 | -18.4 | 3.3 | -3.4 | -4.2 | -2.7
2 | Cc1cc(C)c2c(CN3CCN(C)CC3)cc(=O)oc2c1 | 2.6 | 2.9 | 12.5 | 1.6 | -0.7
3 | C=C(C)C1CC=C(C)/C(=N/NC(=O)C2CC2c2ccccc2)C1 (stereo unspecified) | 1.6 | 3.0 | -6.0 | -4.9 | 1.2
4 | Cn1c(=S)n(C)c2ccccc21 | 3.5 | -1.0 | 6.5 | -0.7 | -0.7
5 | CC(=O)Nc1ccc(C(=O)Nc2nc(-c3ccccn3)cs2)cc1 | -12.4 | -0.8 | -36.3 | -3.4 | 0.7
6 | Cc1ccc(C(=O)CSc2ccccn2)cc1 | -1.8 | 5.4 | 18.6 | -2.5 | -0.7
7 | CC1(C)C2CCC1(CS(=O)(=O)NC1CCCC1)C(=O)C2 (stereo unspecified) | -2.0 | 5.2 | 7.4 | -1.0 | -8.0
8 | COc1ccc(Nc2c(-c3ccco3)nc3cccc(C)n23)cc1 | -3.7 | 4.0 | 5.5 | -1.8 | 1.7
9 | Cc1cccc(NC(=O)CSc2nnc(CN3CCOCC3)n2C)c1C | -3.2 | -5.7 | -1.2 | -4.5 | 5.1
10 | Cc1ccc(C(=O)NCCCNC(=O)c2ccc(C)nc2)cc1 | -9.1 | -2.1 | -9.3 | -3.6 | 9.0
11 | Cc1nnc(SCCCn2c(N3CCN(c4ccccc4)CC3)nc3c2c(=O)[nH]c(=O)n3C)s1 | -21.8 | 4.2 | 2.7 | -2.6 | 0.4
12 | Nc1cc(N)nc(SCC(=O)NNC(=O)c2ccc(Cl)cc2)n1 | -6.2 | 7.1 | 23.8 | -2.6 | 16.8

entry | PfM18AAP inh | IMP-1 inhibitor | IDE cell inh | p-CIP stab down
1 | 3.7 | -2.7 | 1.0 | -7.8
2 | 2.4 | -1.5 | 4.2 | -7.6
3 | 4.6 | -2.2 | -2.1 | 2.6
4 | -0.1 | -2.8 | 5.6 | -8.0
5 | -2.4 | -3.8 | 4.0 | -1.3
6 | 43.8* | -3.2 | 1.1 | -4.8
7 | -1.2 | -1.9 | -3.3 | 16.6
8 | 3.4 | -3.0 | -0.9 | 9.6
9 | 3.5 | -3.2 | 5.6 | -3.7
10 | -0.8 | -4.3 | -4.1 | -9.1
11 | -9.0 | -4.0 | 3.4 | -15.6
12 | 14.4 | -3.2 | 9.6 | -5.4

# An excerpt from above in order of SMILES length, lowest first.
entry | SMILES | FID counter | IDE cell activ | SUMO HTRF inh | VIM-2 inh | NS3 helicase inh
4 | Cn1c(=S)n(C)c2ccccc21 | 3.5 | -1.0 | 6.5 | -0.7 | -0.7
6 | Cc1ccc(C(=O)CSc2ccccn2)cc1 | -1.8 | 5.4 | 18.6 | -2.5 | -0.7
2 | Cc1cc(C)c2c(CN3CCN(C)CC3)cc(=O)oc2c1 | 2.6 | 2.9 | 12.5 | 1.6 | -0.7
10 | Cc1ccc(C(=O)NCCCNC(=O)c2ccc(C)nc2)cc1 | -9.1 | -2.1 | -9.3 | -3.6 | 9.0
8 | COc1ccc(Nc2c(-c3ccco3)nc3cccc(C)n23)cc1 | -3.7 | 4.0 | 5.5 | -1.8 | 1.7
12 | Nc1cc(N)nc(SCC(=O)NNC(=O)c2ccc(Cl)cc2)n1 | -6.2 | 7.1 | 23.8 | -2.6 | 16.8
5 | CC(=O)Nc1ccc(C(=O)Nc2nc(-c3ccccn3)cs2)cc1 | -12.4 | -0.8 | -36.3 | -3.4 | 0.7
3 | C=C(C)C1CC=C(C)/C(=N/NC(=O)C2CC2c2ccccc2)C1 (stereo unspecified) | 1.6 | 3.0 | -6.0 | -4.9 | 1.2
1 | O=C(c1cccc([N+](=O)[O-])c1)N1CCN(c2cccc(Cl)c2)CC1 | -18.4 | 3.3 | -3.4 | -4.2 | -2.7
11 | Cc1nnc(SCCCn2c(N3CCN(c4ccccc4)CC3)nc3c2c(=O)[nH]c(=O)n3C)s1 | -21.8 | 4.2 | 2.7 | -2.6 | 0.4

entry | PfM18AAP inh | IMP-1 inhibitor | IDE cell inh | p-CIP stab down
4 | -0.1 | -2.8 | 5.6 | -8.0
6 | 43.8* | -3.2 | 1.1 | -4.8
2 | 2.4 | -1.5 | 4.2 | -7.6
10 | -0.8 | -4.3 | -4.1 | -9.1
8 | 3.4 | -3.0 | -0.9 | 9.6
12 | 14.4 | -3.2 | 9.6 | -5.4
5 | -2.4 | -3.8 | 4.0 | -1.3
3 | 4.6 | -2.2 | -2.1 | 2.6
1 | 3.7 | -2.7 | 1.0 | -7.8
11 | -9.0 | -4.0 | 3.4 | -15.6

# Further entries follow.
entry | SMILES | FID counter | IDE cell activ | SUMO HTRF inh | VIM-2 inh | NS3 helicase inh
13 | Oc1ccc(N=Nc2ccc3c(c2)OCCO3)c2ncccc12 | -2.8 | -11.4 | -43.7 | -5.7 | 4.7
14 | CC(C)CN(CCNC(=O)CN1C(=O)COc2ccc(S(=O)(=O)N3CCC(C)CC3)cc21)CC(C)C | 0.0 | -2.3 | 3.3 | -3.7 | 11.2
15 | CC(C)[C@H](NC(=O)N1CCn2c1nc1ccccc12)C(=O)N[C@@H](C(=O)O)c1ccccc1 | -34.7 | 3.4 | 13.1 | -1.6 | 18.1
16 | O=C(Cc1ccc(Cl)cc1)Nc1ccc(N2CCN(C(=O)c3ccco3)CC2)cc1 | -25.6 | -1.3 | 11.0 | -3.4 | -4.2
17 | COCCN1C(=O)/C(=C2/C(=O)N(CC(=O)Nc3ccccc3Cl)c3ccccc32)SC1=S | 1.4 | 7.0 | -0.2 | -1.2 | -3.2
18 | CS(=O)(=O)NCCNc1cc(Cl)ccc1[N+](=O)[O-] | 0.1 | 1.6 | -6.4 | -1.8 | -0.4
19 | O=C(CNC(=O)c1ccc(Br)o1)NC1CCCCC1 | -6.0 | 2.9 | -6.6 | -2.2 | 1.6
20 | CC(C)OCCCNC(=O)C1CC(=O)N(CCc2ccccc2)C1 (stereo unspecified) | -8.0 | 0.0 | -4.5 | -2.5 | 3.4
21 | CN(Cc1ccccc1)/C(=N/O)c1cccc(Cl)c1 | -14.1 | 2.7 | 11.0 | 0.8 | 3.1
22 | COc1cccc2nc3cc(C)c(C)cc3nc12 | -5.5 | 3.2 | 45.5 | 6.3 | 20.8
23 | COc1cccc(C2=NN(C(=O)c3ccco3)C(O)(C(F)(F)F)C2)c1 (stereo unspecified) | -16.6 | 1.5 | 5.4 | -4.2 | 10.2
24 | CC(N1CCOC1=O)S(=O)(=O)c1ccccc1 (stereo unspecified) | 1.2 | 3.8 | -3.0 | -5.1 | -0.7
25 | CCn1cc(C(=O)NCCc2ccccc2)c(=O)c2cc(S(=O)(=O)N3CCCC3)ccc21 | -6.3 | 1.5 | -0.5 | -0.7 | -17.3
26 | O=C(O)Cc1csc(NC(=O)c2ccco2)n1 | -3.3 | 5.7 | -11.8 | -2.3 | -3.7
27 | CC(C)C1NC2(C(=O)c3ccccc3C2=O)C2C(=O)N(c3ccc(F)cc3)C(=O)C12 (stereo unspecified) | -10.4 | 4.4 | -8.2 | -3.5 | 9.8

entry | PfM18AAP inh | IMP-1 inhibitor | IDE cell inh | p-CIP stab down
13 | -5.0 | -5.2 | 3.4 | -0.9
14 | -8.3 | -3.5 | 1.9 | 4.2
15 | -4.0 | -1.1 | 7.2 | 0.7
16 | 4.2 | -2.5 | -4.2 | -2.9
17 | -12.4 | -0.3 | 0.2 | 7.2
18 | -1.8 | -2.9 | 2.9 | -9.6
19 | -0.5 | -2.6 | -1.6 | 7.7
20 | -2.4 | -1.6 | -2.9 | -12.3
21 | 6.8 | -2.6 | 1.4 | -17.6
22 | 9.6 | -3.6 | -1.6 | 3.6
23 | -0.7 | -1.8 | -0.4 | 1.6
24 | -3.3 | -4.4 | -6.4 | 0.1
25 | -9.5 | -2.0 | 9.6 | 12.6
26 | 2.9 | -3.2 | 2.1 | -15.1
27 | 1.3 | -2.5 | 11.1 | -17.0
